Tau fluor counter: Counterscreen qHTS for Inhibitors of Tau Fibril Formation, Fluorescence Polarization; tau K18 P301L (four-repeat tau fragment) Alexa594 fluorescence, heparin fibrillization; Potency, µM (doses to about 57.7 µM), for inactives: top-dose activity change, negative = decrease; 0.93% of 280,000 active; AID 1463, 2008; note: % is set by controls: 0 for no effect and ±100 for the full control effect; nearly all actives have a fitted effect of over 55% in size
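Human K18 P301L tau (15 uM unlabeled plus 0.24 uM Alexa 594-labeled, final) in 100 mM sodium acetate pH 7 was mixed with compound and 20 uM heparin and incubated 6 hr at 37 C.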
NPSR antagonist: qHTS Assay for Antagonists of the Neuropeptide S Receptor: cAMP Signal Transduction; AID 1461, 2008; CHO-NPSR cells, cAMP TR-FRET, antagonist mode; Potency, µM (series often up to 38.3 µM), for the others: top-dose activity change, negative = inhibition, hits mostly inhibitors; Q6W5P4; 1% of 220,000 active; note: % is set by controls: 0 for no effect and ±100 for the full control effect; nearly all actives have a fitted effect of over 50% in size; many of its hits are not listed in these tables
Target sequence (Q6W5P4 whole entry, looked up): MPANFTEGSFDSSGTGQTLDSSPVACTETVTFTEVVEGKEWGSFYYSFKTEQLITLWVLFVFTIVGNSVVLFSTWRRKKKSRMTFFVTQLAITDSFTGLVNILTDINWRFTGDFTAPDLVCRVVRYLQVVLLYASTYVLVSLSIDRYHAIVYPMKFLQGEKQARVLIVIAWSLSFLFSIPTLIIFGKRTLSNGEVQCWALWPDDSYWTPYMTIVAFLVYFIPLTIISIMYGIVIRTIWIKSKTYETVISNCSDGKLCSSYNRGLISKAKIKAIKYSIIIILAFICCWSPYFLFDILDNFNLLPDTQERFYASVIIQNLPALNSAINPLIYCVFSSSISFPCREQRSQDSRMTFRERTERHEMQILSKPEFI
ALDH1A1 inh: qHTS Assay for Inhibitors of Aldehyde Dehydrogenase 1 (ALDH1A1) | Aldehyde dehydrogenase 1A1 (Homo sapiens), P00352 | Purified ALDH1A1, NADH fluorescence, propionaldehyde substrate | Potency, µM (top dose mostly 75.3 µM), inactives show at the highest dose activity, negative = inhibition, usual class: inhibitors | 7.3% of 220,000 active; active = well fitted inhibition curve with a large enough effect, not every such curve was filed as active; inconclusive = small, poorly fitted or top-dose-only effect, or another doubt; inactive = no such curve, though single readings can be large or run the other way;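 note: plate controls were no enzyme wells and a reference inhibitor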
GAA spleen mod: qHTS Assay for Inhibitors and Activators of Human alpha-Glucosidase From Spleen Homogenate | Lysosomal alpha-glucosidase (Homo sapiens), P10253 | human spleen homogenate, 4-MU-alpha-glucoside fluorescence | Potency, µM (titrated, usually from 79.9 µM), for inactives: at the highest dose activity change, negative = inhibition, hits mostly inhibitors | 0.006% of 240,000 active | AID 2112, 2009;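 note: 0% = enzyme with vehicle and -100% = no enzyme basal signal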
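Human spleen homogenate (1 ug) with 4-methylumbelliferyl-alpha-D-glucopyranoside (1 mM final) in 50 mM citrate/phosphate pH 5.0, 0.01% Tween-20; 40 min at 37 C. Stopped at pH 10; 4-MU fluorescence Ex 365/Em 440 nm; AC50 by Hill fit.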
GAA inh: qHTS Assay for Inhibitors of Human alpha-Glucosidase as a Potential Chaperone Treatment of Pompe Disease; 0.005% of 200,000 active; purified human GAA, 4-MU-alpha-glucoside fluorescence; Potency, µM (titrated, usually from 76.9 µM), for inactives: at the highest dose activity change, negative = inhibition, hits mostly inhibitors;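 note: plate controls were uninhibited enzyme wells for no effect and no-enzyme background for full effect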
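Enzyme (4 nM final) mixed with compound (up to 77 uM), then 4-MU-alpha-D-pyranoside (400 uM final) added; 20 min at room temperature, pH 5.0. Reaction stopped at pH 10, fluorescence read, AC50 derived by Hill fit.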
GLA spleen mod: qHTS Assay for Inhibitors and Activators of Human alpha-Galactosidase From Spleen Homogenate; Potency, µM (doses to about 80 µM), for the others: top-dose activity change, negative = inhibition, most hits filed as inhibitors; Alpha-galactosidase A (Homo sapiens), P06280; 0.008% of 240,000 active; human spleen homogenate, 4MU-alpha-Gal fluorescence, 40 min;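 note: 0% = enzyme with vehicle and -100% = no enzyme basal signal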
Target sequence (P06280 32-429 limits assumed): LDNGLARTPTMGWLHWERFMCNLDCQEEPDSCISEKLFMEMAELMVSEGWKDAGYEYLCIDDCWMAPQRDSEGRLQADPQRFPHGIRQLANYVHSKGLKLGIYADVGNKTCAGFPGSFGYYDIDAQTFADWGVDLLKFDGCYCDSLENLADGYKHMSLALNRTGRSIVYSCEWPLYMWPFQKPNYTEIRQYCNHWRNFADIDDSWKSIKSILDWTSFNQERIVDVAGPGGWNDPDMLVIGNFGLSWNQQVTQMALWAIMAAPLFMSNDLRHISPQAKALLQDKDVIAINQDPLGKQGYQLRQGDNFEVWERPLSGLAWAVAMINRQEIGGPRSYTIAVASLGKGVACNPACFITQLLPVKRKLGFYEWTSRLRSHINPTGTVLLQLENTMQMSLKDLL
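qHTS titration in buffer at pH 5.0. Alpha-galactosidase activity in spleen homogenate was measured via 4-methylumbelliferone release from 1 mM fluorogenic substrate after 40 min at 37C and a pH 10 stop. AC50 came from Hill fits of control-normalized data.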
Epigenetic reg: Quantitative High-Throughput Screen for Regulators of Epigenetic Control. murine LDR cells, GFP reporter derepression, 30 h. 0.2% of 280,000 active. Potency, µM (top dose mostly 53.9 µM), for the others: top-dose GFP activation, most hits filed as activators. AID 1865, 2009; note: % of control where 0% means no effect; nearly all actives have a fitted effect of over 60% in size
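Reporter derepression read as number of fluorescent GFP-positive objects, 20-120 um in size, counted by laser-scanning cytometer. Mouse LDR line with an epigenetically silenced CMV-GFP locus; compound incubation 30 h, 37 C.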
GAA glycogen: qHTS Assay for Inhibitors and Activators of Human alpha-Glucosidase Cleavage of Glycogen; Lysosomal alpha-glucosidase (Homo sapiens), P10253; recombinant GAA, glycogen substrate, Amplex Red glucose oxidase fluorescence; Potency, µM (series often up to 76.4 µM), inactives show at the highest dose activity change, negative = inhibition, usual class: inhibitors; 0.38% of 300,000 active; AID 2100, 2009;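 note: 0% = full enzyme reaction and -100% = no-enzyme basal signal; the screen sought inhibitors and activators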
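Recombinant human alpha-glucosidase (4 nM final) hydrolysed bovine liver glycogen (30 ug) for 40 min at 37 C in pH 5.0 citrate/phosphate with 0.01% Tween-20. Released glucose detected by glucose oxidase/Amplex Red, Ex 573/Em 610 nm. Compounds up to 77 uM; AC50 from Hill fits.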
Starred values were filed as active, the others as inactive; ? = inconclusive; / = no result given; [ ] = another dose, or the depositor's remark. Unless noted, calls come from the whole dose curve; as a rule, active = well fitted curve in the direction sought with a large enough effect; inconclusive = small, poorly fitted or top-dose-only effect, or another doubt; inactive = no such curve, though single readings can be large; an effect the other way counts as inactive or inconclusive. Potency is the fitted concentration of half-maximal effect. This is a subset; rates above refer to the full screens.

Value order – Tau fluor counter, NPSR antagonist, ALDH1A1 inh, GAA spleen mod, GAA inh, GLA spleen mod, Epigenetic reg, GAA glycogen
1: COc1ccc(N2CCN(CCCNC(=O)CC3Oc4ccc(C)cc4NC3=O)CC2)cc1 (stereo unspecified)
  -9%, ?, ?, -2%, -5%, -10%, 0.9%, -8%
2: COc1ccc(N(C(=O)c2ccn[nH]2)C(C(=O)NC(C)(C)C)c2ccc(F)cc2)cc1 (stereo unspecified)
  -8%, -15%[46.1 µM], 7%, -2%, 0%, -1%, -0.4%, 4%
3: COc1cc(OC)cc(C(=O)NC(=S)NNC(=O)Cc2cccs2)c1
  -9%, -6%, 6%, -4%, 4%, 4%, 0.0%, 7%
4: CNS(=O)(=O)c1cnccc1N1CCN(c2cccc(C)c2)CC1
  -13%, -6%[46.1 µM], 5%, -1%, -3%, -8%, 0.8%, -4%
5: Cc1ccc(C)c(NC(=O)CSc2nc3nc(-c4cccs4)cc(C(F)(F)F)c3c(=O)[nH]2)c1
  -13%, -44%, /, 9%, /, ?, 3.1%, 2%
6: O=C(COC(=O)c1ccccc1[N+](=O)[O-])Nc1cc(S(=O)(=O)N2CCOCC2)ccc1N1CCCC1
  -12%, -4%, ?, 0%, -4%, 0%, -1.5%, -5%
7: Cc1[nH]c(=S)c(C#N)c(-c2ccccc2)c1C(=O)Nc1ccccc1
  -10%, 7%, /, 4%, /, -10%, -4.4%, -12%
8: Cc1ccc(S(=O)(=O)N2CCN(C(=O)CSc3nc4ccccc4c(=O)[nH]3)CC2)c(C)c1
  -4%, -23%[46.1 µM], ?, -7%, /, 2%, 0.4%, -26%
9: COCCCNCCOCCOc1ccc(C)cc1[N+](=O)[O-]
  5%, 6%[46.1 µM], ?, -4%, 6%, 0%, -0.9%, 3%
10: Cc1ccccc1C(=O)Nc1ccc(Br)c(C)n1
  -13%, -6%[46.1 µM], ?, -10%, -5%, 1%, -2.0%, 1%
11: O=C(CSc1ncnc2ccccc12)N1CCCC1
  -17%, 0%[46.1 µM], -6%, -5%, -1%, -1%, -0.2%, -19%
12: N#C/C(=C/c1ccc(C(=O)O)cc1)C(=O)NCc1ccccc1
  3%, -16%[46.1 µM], 14%, 1%, 14%, 7%, 0.0%, -9%
13: O=C(CN1C(=O)c2ccccc2S1(=O)=O)N1CCc2ccccc2C1
  -5%, -3%[46.1 µM], -2%, -6%, -8%, -6%, -0.7%, 3%
14: Cc1ccc(N(CC(=O)O)C2SC(=O)NC2=O)cc1 (stereo unspecified)
  -4%, 3%[46.1 µM], 6%, -4%, 0%, 11%, -1.1%, -10%
15: CCCN1C/C(=C/c2ccc3c(c2)OCO3)C(=O)/C(=C/c2ccc3c(c2)OCO3)C1
  -22%, -40%, ?, -3%, ?, 1%, 12%, -10%
16: COc1ccc2c(C)cc(C)nc2n1
  -2%, -27%, 7%[13.5 µM], 0%, /, 8%, -1.0%, 4%
17: CCN(CC)C1=CC(=[N+]2CCCC2)CC(C)(C)C1
  -2%, 14%, 1%, 2%, -3%, 1%, 0.0%, -3%
18: CCCCn1c2nc3ccccc3nc2c2c(=O)n(CCC)cnc21
  -5%, ?, ?, 0%, ?, -2%, 0.8%, 4%
19: Cc1ccc(C(=O)NN2CC(O)=C(c3nc(-c4cccc([N+](=O)[O-])c4)cs3)C2=N)cc1
  -30%, 8%, -2%, -5%, 9%, -1%, -0.1%, 8%
20: O=C(N/N=C1\CCCc2c1[nH]c1ccc([N+](=O)[O-])cc21)c1ccncc1
  0%, 32%, 3%, -4%, 10%, 2%, -1.0%, 6%
21: O=C(NC(Cc1c[nH]c2ccccc12)C(=O)Nc1ccc(F)c([N+](=O)[O-])c1)c1cccs1 (stereo unspecified)
  16µM*[quencher], ?, -6%, -6%, -23%, -3%, -1.0%, 4%
22: CCC(C)NC(=S)N1CCN(C(c2ccccc2)c2ccccc2)CC1 (stereo unspecified)
  -13%, -28%, ?, -17%, -12%, 17%, -1.8%, -4%
23: C/C(=N\NC(=O)C(NC(=O)c1ccccc1)C(C)C)c1ccccc1 (stereo unspecified)
  -3%, -15%[46.1 µM], 16%, 4%, 5%, 3%, 0.0%, 8%
24: Cc1ccc2c(c1)C1(C(=O)N2)N2CCCC2C(C(=O)c2ccc3ccccc3c2)C12C(=O)Nc1ccccc12 (stereo unspecified)
  -22%, -58%, /, -2%, -10%[15.4 µM], -6%, -1.7%, -12%
25: COC(=O)c1ccc(COc2ccc3c(C)c(C)c(=O)oc3c2C)o1
  -16%, -31%[46.1 µM], ?, 7%, -9%, ?, 5.5%, 1%
26: CC(CCc1ccccc1)NCc1ccncc1 (stereo unspecified)
  7%, -5%[46.1 µM], 3%, -12%, -2%, 1%, 0.0%, 1%
27: COC(=O)C1=C(C)N(c2ccc(C)c(C)c2)/C(=C/c2ccco2)C1=O
  0%, -54%, 5%, -4%, -11%, -16%, -1.1%, -4%
28: COc1ccc(NC(=O)C=C(C)C)cc1Cl
  2%, ?, -9%, -3%, -2%, 1%, -0.3%, 9%
29: Cn1c(CNS(=O)(=O)c2ccc(Br)cc2)n[nH]c1=S
  1%, -6%[46.1 µM], -2%, -7%, -8%, -3%, 0.9%, 4%
30: CCN(CC(F)(F)C(F)F)S(=O)(=O)c1ccc(NC(=O)OC)cc1
  0%, -16%[46.1 µM], 10%, -3%, 7%, 12%, 0.0%, 9%

Compound profiles (already shown):
Listed for COc1ccc2c(C)cc(C)nc2n1 = Tau fluor counter = -2%; NPSR antagonist = -27%; ALDH1A1 inh = 7%[13.5 µM]; GAA spleen mod = 0%; GAA inh = /; GLA spleen mod = 8%; Epigenetic reg = -1.0%; GAA glycogen = 4%
Listed for COc1ccc(NC(=O)C=C(C)C)cc1Cl = Tau fluor counter = 2%; NPSR antagonist = ?; ALDH1A1 inh = -9%; GAA spleen mod = -3%; GAA inh = -2%; GLA spleen mod = 1%; Epigenetic reg = -0.3%; GAA glycogen = 9%

(list continues)
Value order – Tau fluor counter, NPSR antagonist, ALDH1A1 inh, GAA spleen mod, GAA inh, GLA spleen mod, Epigenetic reg, GAA glycogen
31: COc1ccc(C2Nc3ccccc3C(=O)N2Cc2ccco2)cc1COc1ccc(F)cc1 (stereo unspecified)
  -8%, ?, 2.5µM*, 3%, -4%, 6%, 0.8%, -5%
32: Nc1nc(NCc2ccccc2)nc(NCCO)c1[N+](=O)[O-]
  3%, 9%, /, 4%, /, -2%, 3.2%, 2%
33: S=C(NCCSCc1ccc(Cl)cc1)Nc1ccccc1
  ?, -19%[46.1 µM], -14%, -10%, -4%, 0%, 0.9%, -17%
34: CCOC(=O)C1=C(C)Nc2sc(C(=O)c3ccc(F)cc3)c(N)c2C1c1ccc(C(=O)OC)cc1 (stereo unspecified)
  16µM*[quencher], -18%, 2%, -6%, -10%, 8%, -1.0%, -29%
35: COC(=O)C(/C=N/OCc1ccc([N+](=O)[O-])cc1)NC(=O)c1ccccc1 (stereo unspecified)
  -25%, -6%[46.1 µM], ?, -3%, -5%, -1%, 0.1%, -7%
36: Cc1cc(C(=O)CCl)c(C)n1-c1cccc([N+](=O)[O-])c1
  -19%, -19%, 0.32µM*, 11%, -11%, 3%, -3.4%, 4%
37: CC(=O)Nc1ccc(C(=O)OCc2ccc(Cl)cc2)cc1
  ?, ?, 14%, -7%, -2%, 1%, -1.1%, -5%
38: COC(=O)CC(NC(=O)c1ccco1)c1cccc2ccccc12 (stereo unspecified)
  -10%, -3%[46.1 µM], -11%, 4%, -9%, 5%, 0.7%, 2%
39: COc1ccc(Cl)cc1N(CC(=O)Nc1ccc2c(c1)OCO2)S(C)(=O)=O
  -12%, -5%[46.1 µM], 9%, 5%, -14%, 8%, -2.3%, 6%
40: Cc1ccc(S(=O)(=O)N[C@H]2COC(=O)C/C=C\[C@H](C)[C@@H](NS(=O)(=O)c3ccc(C)cc3)COC(=O)C/C=C\[C@@H]2C)cc1
  -11%[11.6 µM], /, ?, 5%[17.4 µM], /, -9%[17.5 µM], 0.8%[10.1 µM], /
41: COc1ccc(C(OC(=O)c2ccco2)C(=O)NCc2ccco2)cc1 (stereo unspecified)
  5%, 8%[46.1 µM], -6%, 3%, 1%, -2%, 1.0%, -3%
42: Cc1cc(NC(=O)COC(=O)COc2ccc3c(c2)CCC3)no1
  -2%, -4%[46.1 µM], 0%, -16%, 2%, -27%, 11%, 8%
43: S=C(NCCN1CCOCC1)Nc1cccc2ccccc12
  6%, 14%, -7%, -2%, 0%, 0%, -1.3%, 0%
44: Oc1ccc(-c2nc3cnccn3c2Nc2ccc3c(c2)OCCO3)cc1
  6%, -14%[46.1 µM], 40µM*, -3%, 3%[15.4 µM], -5%, 0.0%, 16µM*
45: O=C(O)c1ccc(COc2cccc(CO)c2)cc1
  0%, -12%[46.1 µM], 4%, -1%, 3%, 2%, -1.1%, 7%
46: Cn1c(=O)c2c(n(C)c1=O)=NC1(CCCCC1)N=2
  10%, -9%[46.1 µM], -4%, -9%, -6%, -4%, -1.0%, -2%
47: COc1cc(C2C(C#N)=C(C)NC3=C2C(=O)c2ccccc23)cc(OC)c1OC (stereo unspecified)
  -30%, ?, 3%, -5%, 1%, 0%, 3.6%, ?
48: COc1cc(OC)c2c(c1)S(=O)(=O)C(c1ccccc1)=C2N
  -6%, -10%, -3%, /, -7%, -7%, 4.6%, 6%
49: CC(=O)N1[C@@H]2CC3C4CC=C5C[C@@H](O)CC[C@]5(C)C4CC[C@]3(C)[C@@]21C(C)=O (stereo partly specified)
  1%, -18%, 11%, 1%, -2%, -5%, 4.8%, -3%
50: Cc1ccc(OCC(=O)NCc2ccccc2)c([N+](=O)[O-])n1
  -3%, 8%[46.1 µM], -1%, 0%, 1%, 7%, -0.9%, 3%
51: CC(C)Cc1nc(N2CCCCC2)c(C#N)c2c1CCC2
  -7%, -14%[46.1 µM], ?, -1%, 12%, -2%, -1.1%, 5%

Screening data as filed in PubChem.
